# BaF3 tox: parental Ba/F3 viability inhibition as JAK2V617F counter-screen; AID 1486; CellTiter-Glo ATP luminescence; inhibition, % at 5.6 µM; 220,000 tested, 1.1% active;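 active means inhibition above a per-campaign cutoff, the mean inhibition of all tested compounds plus 3 SD, cut at about 27% in these data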;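 further: 0% = DMSO wells and 100% = JAK Inhibitor I control wells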
# NPY-Y1 PAM-ag: human NPY-Y1 potentiation or agonism, primary screen | P25929 | NPY-Y1 expressing cells, potentiator/agonist activation | activation, % at 3.6 µM | 220,000 tested, 0.37% active | AID 1304; in the data active means activation above about 33%, passing the limit was not always enough;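 further: cells stimulated with NPY at EC10 then isoproterenol at EC100; 0% = low agonist plus stimulus and 100% = saturating agonist plus stimulus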
# NPY-Y1 antag: NPY-Y1 (human) receptor antagonism; P25929; inhibition, % at 3.6 µM; 200,000 tested, 1% active; HEK293-CNG Y1 cells, membrane potential fluorescence; NPY at EC95, then isoproterenol;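 active means inhibition above the campaign mean inhibition of all tested compounds plus 3 SD, cut at about 20% in these data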;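 further: 0% = DMSO wells given NPY plus isoproterenol and 100% = isoproterenol alone without NPY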
#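 Assay system: HEK293 cells with Y1 receptor plus CNG channel | Probe or stimulus: NPY (25 nM), isoproterenol (1 µM), Ro 20-1724 (25 µM) | Timing: Compound incubation 1 h at room temperature, readout 45 min post-stimulation | Measured by: Membrane-potential fluorescent dye readout | Benchmarks: High control isoproterenol alone, low control NPY with isoproterenol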
# RBBP9 inh: human RBBP9 hydrolase inhibition | recombinant RBBP9, FP-Rh probe fluorescence polarization | inhibition, % at 7.94 µM | 220,000 tested, 0.2% active | AID 1515;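 active means inhibition above the campaign mean of all tested compounds plus 3 SD, cut at about 14% in these data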;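 further: plate controls were DMSO wells with RBBP9 for no effect and wells lacking RBBP9 protein for full effect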
# Target sequence (O75884 whole entry, looked up): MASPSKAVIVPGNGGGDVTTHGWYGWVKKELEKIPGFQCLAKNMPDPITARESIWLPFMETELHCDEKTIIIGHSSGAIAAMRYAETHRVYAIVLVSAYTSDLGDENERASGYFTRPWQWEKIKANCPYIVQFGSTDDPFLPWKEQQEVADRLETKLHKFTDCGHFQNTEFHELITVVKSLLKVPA
#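 System: RBBP9 protein | Quantity: 2.5 µM RBBP9 dispensing solution, before mixing | Reagent: FP-Rh probe, 375 nM dispensing solution | Timing: Enzyme-compound preincubation 30 min, then probe labeling 45 min, 25 °C | Measured by: Fluorescence polarization | Read-out: % inhibition | Replication: One well per compound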
# S1P4 agonist: activates the human S1P4 receptor. AID 1509. 220,000 tested, 0.35% active. O95977. S1P4-expressing cell line, agonist reporter assay. activation, % at 4.98 µM; in the data active means activation above about 11%;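 further: 0% = DMSO vehicle and 100% = reference agonist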
# NPY2 pot ag: human NPY-Y2 potentiation or agonism, primary screen | P49146 | cells expressing NPY-Y2, potentiator/agonist read-out | activation, % at 3.6 µM | 220,000 tested, 0.45% active | AID 1359; in the data active means activation above about 27%;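 further: cells stimulated with NPY near EC25 plus isoproterenol at EC100; 0% = vehicle plus submaximal agonist and 100% = vehicle plus saturating agonist; some results beyond the cut were filed as inactive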
# S1P4 antagonist: antagonists of human S1P4 receptor. 220,000 tested, 0.26% active. O95977. inhibition, % at 4.98 µM. S1P4-expressing cells, antagonist mode, reporter read-out. AID 1510; in the data active means inhibition above about 29%;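 further: 0% = wells stimulated with agonist and 100% = vehicle wells without agonist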
# Ba/F3 V617F tox: lowers viability of Ba/F3 cells expressing EpoR and JAK2V617F; 220,000 tested, 1.1% active; ATP luminescence; inhibition, % at 5.6 µM;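 active means inhibition above the campaign mean plus 3 SD over all tested compounds, cut at about 24% in these data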;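 further: cytokine-independent growth of Ba/F3 cells driven by EpoR plus mutant JAK2; 0% = DMSO-treated cells and 100% = JAK inhibitor I control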
# Runt-CBFb FRET: Runt domain-CBFb interaction inhibition; Cerulean-Runt/Venus-CBFb FRET ratio 530/480, 1 h; Q01196+Q13951; inhibition, % at 20 µM; 220,000 tested, 0.46% active; AID 1496;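 active means inhibition over about 50% at 20 µM in the single-dose screen, limit read from the data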;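 further: 0% = DMSO wells and 100% = excess unlabeled CBFb competitor control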
# Target sequence (Q01196 whole entry, looked up, the tested form may be a part): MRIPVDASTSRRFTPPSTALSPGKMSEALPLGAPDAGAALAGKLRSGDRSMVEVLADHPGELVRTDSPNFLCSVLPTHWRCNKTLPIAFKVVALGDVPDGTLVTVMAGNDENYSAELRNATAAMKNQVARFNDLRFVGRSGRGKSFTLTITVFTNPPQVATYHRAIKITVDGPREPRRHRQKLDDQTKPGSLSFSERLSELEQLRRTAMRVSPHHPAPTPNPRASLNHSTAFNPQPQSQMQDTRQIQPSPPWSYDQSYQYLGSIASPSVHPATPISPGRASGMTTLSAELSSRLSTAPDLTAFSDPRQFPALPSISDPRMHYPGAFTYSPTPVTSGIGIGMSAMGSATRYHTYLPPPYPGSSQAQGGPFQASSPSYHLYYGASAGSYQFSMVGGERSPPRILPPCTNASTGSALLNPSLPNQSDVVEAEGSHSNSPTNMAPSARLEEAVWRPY
# Target sequence (Q13951 whole entry, looked up, the tested form may be a part): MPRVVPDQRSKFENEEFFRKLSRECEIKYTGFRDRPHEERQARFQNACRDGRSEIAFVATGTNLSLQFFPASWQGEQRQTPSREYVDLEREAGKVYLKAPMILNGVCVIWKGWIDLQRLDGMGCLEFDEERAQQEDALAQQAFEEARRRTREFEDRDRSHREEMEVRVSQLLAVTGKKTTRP
#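 test system = Cerulean-tagged RUNX1 Runt domain (FRET donor) fusion protein | reagent = Venus-CBFb binding partner, 100 nM | incubation = protein complex preformed 1 h, compound exposure 1 h, room temperature, dark | detection = FRET fluorescence | read-out basis = loss of energy transfer signal | controls = 5 µM unlabeled CBFb as full-inhibition high control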
# * marks the source's active call; other numbers are inactive results; . = not tested or not shown.
structure	BaF3 tox	NPY-Y1 PAM-ag	NPY-Y1 antag	RBBP9 inh	S1P4 agonist	NPY2 pot ag	S1P4 antagonist	Ba/F3 V617F tox	Runt-CBFb FRET
CC(=O)c1cc2c(cc1NC(=O)CN1CCCCC1C)OCO2 (centres undefined)	4	-19	4	-4	1.2	12	3	3	0
c1ccc(CSc2ccc(-c3ccc4c(c3)OCO4)nn2)cc1	13	-4	0	3	-0.2	-2	0	5	0
Cc1c(C(N)=O)sc2ncn(CCOc3ccccc3)c(=O)c12	-3	7	-5	0	0.7	10	7	-4	2
CCOC(=O)C1=C(C)NC(SCC(=O)Nc2cc(C)on2)=C(C#N)C1c1cccs1 (centres undefined)	7	-12	-8	-1	-0.2	6	-9	1	-1
Cc1ccc(S(=O)(=O)N2CC3(C)CN(S(=O)(=O)c4ccc(C)cc4)CC(C)(C2)C3=O)cc1	3	4	5	-4	-0.6	9	-12	-3	-3
COc1ccc(-c2nc3ccccc3c(=O)n2CCOc2cc(C)ccc2C)cc1	8	1	1	2	0.0	10	-18	-1	-1
Cc1ccc(OCCCC(=O)NCc2ccco2)c(C)c1	4	-3	7	-2	0.1	-2	0	2	0
Clc1ccc(-n2ncc3c(NCc4ccc5c(c4)OCO5)ncnc32)cc1	2	-7	-3	-13	2.1	-19	9	1	2
COc1ccc(N(C(=O)Cn2nnc3ccccc32)C(C(=O)NCc2ccco2)c2ccc(C)o2)cc1 (centres undefined)	2	-29	0	1	-0.7	-2	-5	2	-3
COC(=O)C(NC(=O)c1ccccc1)(Nc1nc(C)cs1)C(F)(F)F (centres undefined)	-1	9	-2	3	1.2	11	-5	-3	-2
FC(F)(F)c1ccc(CSc2ccccn2)cc1	-1	-5	.	-4	-0.9	-13	-4	2	0
Clc1ccc(CSc2snnc2-c2ccccc2)c(Cl)c1	1	-40	3	-10	-0.7	-18	-5	1	-1
COc1ccc([N+](=O)[O-])cc1NC(=O)CSc1nncn1-c1ccccc1	7	-13	0	-5	0.7	16	-6	2	1
O=C(Nc1cccc(F)c1)C1CCCN1S(=O)(=O)c1cccc2cccnc12 (centres undefined)	0	-8	5	-6	0.8	-2	-29	-3	2
CCNC(=O)NC(=O)COC(=O)c1ccccc1SCC(=O)NC(=O)NCC	3	-3	7	1	0.6	6	-14	-3	5
C=CCc1cccc2cc(C(=O)NNC(=O)c3ccncc3)c(=O)oc12	8	-3	1	2	0.7	-5	-9	5	2
O=[N+]([O-])c1ccc(SCCO)nc1SCCO	3	11	.	-9	-0.2	-7	-4	-2	-1
COc1cccc(C(=O)C2CCCN(Cc3cn(CC(N)=O)c4ccccc34)C2)c1 (centres undefined)	9	-6	0	-8	1.3	-4	-18	4	0
Cc1nn(C(=O)c2cc3sccc3[nH]2)c(C)c1C	-2	-48	4	-8	-1.1	5	-8	-3	0
O=C(Nc1cccc(Cl)c1)Nc1ccc(Br)cc1F	9	2	9	-8	-0.6	12	-19	2	-3
CCOc1ccccc1Oc1c(C)oc2cc(OC(=O)c3ccco3)ccc2c1=O	3	-24	1	-7	-1.8	-16	-8	4	-1
Cc1ccc2[nH]c(=O)c(-c3noc(C(C)C)n3)cc2c1	6	7	-3	-4	-2.0	-5	-9	-1	1
COc1ccccc1CC(=O)Nc1cc(Cl)ccc1O	4	18	-7	-1	-2.1	4	-14	-2	6
COc1ccc(/C=C/C(=O)NNc2cc(=O)n(C)c(=O)n2C)cc1OC	3	10	.	-2	1.3	8	-10	0	4
O=C(/C=C/c1ccc(Cl)cc1)N1CCN(c2c(Cl)cccc2[N+](=O)[O-])CC1	7	-47	10	-6	1.0	-9	-9	2	0
Cc1ccc(-c2cc(Cc3ccc(F)cc3)c(=O)[nH]n2)cc1	-1	5	.	-5	-0.5	-22	-1	0	-1
Cc1cc(C)cc(NC(=O)N2CCCN(c3c(Cl)cncc3Cl)CC2)c1	3	20	.	-8	0.9	-6	-9	-2	-2
C=CCN(CC=C)C(=O)c1cc(Cl)ccc1[N+](=O)[O-]	0	8	-1	-5	-0.8	4	-16	-1	1
CCOc1ccc(N2C(=O)CC(NCCc3ccc(S(N)(=O)=O)cc3)C2=O)cc1 (centres undefined)	4	1	2	-1	2.0	9	-2	-2	1
COc1ccc(-c2nnn(CC(=O)N(CC(=O)NC3CCCC3)c3cccc(C)c3)n2)cc1OC	-2	5	1	-5	0.1	0	-7	-2	1

# Second line of a record: BaF3 tox, NPY-Y1 PAM-ag, NPY-Y1 antag, RBBP9 inh, S1P4 agonist, NPY2 pot ag, S1P4 antagonist, Ba/F3 V617F tox, Runt-CBFb FRET
> COc1ccc2cc(C(=O)C3CCCN(Cc4cccc(C)n4)C3)ccc2c1 (centres undefined)
    8, -8, 8, -1, -1.2, -10, -15, 2, -3
> O=C1c2ccccc2C(=O)N1OCc1ccccc1[N+](=O)[O-]
    6, 5, -3, 4, -0.5, 4, -3, -2, 1
> COc1ccc(CCNc2nc(-c3cccnc3)cs2)cc1OC
    -2, 3, 1, -6, 0.2, -10, -11, -1, 2
> Cc1ccc(C)c2nc3sc(C(=O)O)cc3cc12
    5, 2, 7, -4, -0.4, -23, 5, 2, -2
> CCCCN=c1scc(-c2ccc3c(c2)NC(=O)CO3)n1N=C1CCCC1
    4, 17, 2, -1, -0.9, -8, -18, 2, 1
> CCOC(=O)C1CCN(Cc2cc(C(C)(C)C)c(O)c(C(C)(C)C)c2)CC1
    -2, -15, 11, -3, 1.8, -3, -22, -3, -1
> CC(O)c1nc2ccccc2n1CC(=O)Nc1ccc(F)cc1Cl (centres undefined)
    8, 14, -8, 2, 2.0, 10, -7, -1, -1
> COc1ccc(C(=O)NCCCn2ccnc2)cc1[N+](=O)[O-]
    -6, 27, ., -2, 1.4, -15, -7, 0, 1
> O=C(O/N=C/c1ccc2c(c1)OCO2)c1ccccc1Cl
    -1, 18, 9, 0, 0.3, -3, -21, -1, 0
> Cc1cc(C)cc(NC(=S)Nc2ccccn2)c1
    5, 10, -4, -6, -0.1, 9, 2, -2, 6
> Cc1ccc(C(=O)NCC(=O)NCC(=O)OCc2ccc(Oc3ccc([N+](=O)[O-])cc3)cc2)cc1
    6, 33, -4, -12, -1.1, 21, -9, 1, .
> O=C(CCSCCC(=O)NCc1ccccc1)NCc1ccccc1
    5, 5, 2, 1, 1.7, 9, -5, -1, -2
> O=C(O)c1ccc(CSCc2ccco2)cc1
    6, -9, 0, -8, 1.5, -1, -32, 0, 4
> COc1ccc(-c2c(C#N)c(N)nc3sc(C(=O)c4ccccc4)c(N)c23)cc1
    0, -5, -2, -6, 1.3, 0, -8, -2, -100
> COc1ccc(Cl)cc1NC(=O)CC(C)c1ccccc1 (centres undefined)
    6, 7, 5, -3, 0.2, -5, 2, 1, 2

# Second line of a record: BaF3 tox, NPY-Y1 PAM-ag, NPY-Y1 antag, RBBP9 inh, S1P4 agonist, NPY2 pot ag, S1P4 antagonist, Ba/F3 V617F tox, Runt-CBFb FRET
> O=C(C=C1CCN(c2ncc(C(F)(F)F)cc2Cl)CC1)NNC(=O)Nc1ccc(Cl)cc1
    2, -13, 1, -5, 0.9, -1, -7, 0, -1
> O=[N+]([O-])c1ccc2c(c1)c(-c1ccccc1)nc1nncn12
    6, -11, 6, -1, 0.5, -5, -4, 2, 0
> O=C(/C=C/c1cccs1)Nc1nncs1
    -2, 33, ., -6, 0.6, 22, 14, 3, 1
> CCCC(C)NS(=O)(=O)c1ccccc1 (centres undefined)
    3, -8, 7, 0, 0.3, 17, -15, -2, -2
> CN(C)C(=O)Cn1cnc2c(cnn2-c2ccccc2Cl)c1=O
    4, -6, 0, -5, 0.7, 13, -11, -2, 0
> COc1ccc(S(=O)(=O)N2CCN(C(=O)c3c(-c4ccccc4)noc3C)CC2)cc1
    3, 8, -3, -3, 0.9, -13, -1, -1, -3
> Cc1c(NC(=O)c2cccs2)cccc1-c1nc2ccccc2s1
    3, 46*, -3, -8, 1.4, 27*, -17, -5, 2
> CS(=O)(=O)N(Cc1nc2sc3c(c2c(=O)[nH]1)CCCC3)C1CCCCC1
    3, -2, 1, -14, 0.8, -2, -10, 4, .
> COC(=O)[C@@H]1C[C@]2(OC(=O)c3ccccc3)C=CC(=O)C[C@@H]2N1C(=O)OCc1ccccc1
    4, -16, -3, -8, -0.8, -5, 27, -2, -3
> Cc1ccccc1C(=O)NC(NCC1CCCO1)C(Cl)(Cl)Cl (centres undefined)
    1, -11, 3, -2, 1.2, -12, 0, 2, 2
> Cc1ccc(S(=O)(=O)NCC(=O)N2CCOCC2)cc1
    0, 10, 2, 4, -1.2, 5, -27, -3, 2
> Cn1c(=O)c2c(nc(N3CCN(C(=O)c4ccco4)CC3)n2CCSc2ncccn2)n(C)c1=O
    2, 7, -7, 4, 0.1, -24, -10, 0, 1
> Cc1nc(C)c(C(=O)O)c(-c2ccsc2)c1C(=O)O
    0, -8, ., -3, 1.2, -7, -8, -5, -2
> C=CCNC(=S)Nc1ccc2nc(C)oc2c1
    0, 5, 1, -2, -0.8, 6, -14, 2, 3

# Screening data: PubChem, several laboratories
